Pf growth 48h = Primary qHTS for delayed death inhibitors of the malarial parasite plastid, 48 hour incubation | Potency, µM (doses to about 28.7 µM), for inactives: at the top dose activity change, negative = inhibition, most hits filed as inhibitors | 310,000 compounds, 5.9% hits | P. falciparum luciferase growth in erythrocytes, 48 h; note: potency is the fitted concentration of half-maximal effect; % is set by controls: 0 for no effect and ±100 for the full control effect
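Luciferase-expressing parasites in RBCs, 2% Hct / 0.1% parasitemia final; RPMI 1640 + 0.5% Albumax; 37 C, 5% CO2, one generation; luminescence read-out, lower signal = inhibition.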
LmPK inh = qHTS Assay for Inhibitors of Leishmania Mexicana Pyruvate Kinase (LmPK). Q27686. purified LmPK, Kinase-Glo ATP luminescence, 1 h. Potency, µM (series often up to 57.5 µM), inactives show at the highest dose activity change, negative = inhibition, usual class: inhibitors. 290,000 compounds, 0.37% hits; note: potency is the fitted concentration of half-maximal effect; % is set by controls: 0 for no effect and ±100 for the full control effect
Target sequence (Q27686 whole entry, looked up): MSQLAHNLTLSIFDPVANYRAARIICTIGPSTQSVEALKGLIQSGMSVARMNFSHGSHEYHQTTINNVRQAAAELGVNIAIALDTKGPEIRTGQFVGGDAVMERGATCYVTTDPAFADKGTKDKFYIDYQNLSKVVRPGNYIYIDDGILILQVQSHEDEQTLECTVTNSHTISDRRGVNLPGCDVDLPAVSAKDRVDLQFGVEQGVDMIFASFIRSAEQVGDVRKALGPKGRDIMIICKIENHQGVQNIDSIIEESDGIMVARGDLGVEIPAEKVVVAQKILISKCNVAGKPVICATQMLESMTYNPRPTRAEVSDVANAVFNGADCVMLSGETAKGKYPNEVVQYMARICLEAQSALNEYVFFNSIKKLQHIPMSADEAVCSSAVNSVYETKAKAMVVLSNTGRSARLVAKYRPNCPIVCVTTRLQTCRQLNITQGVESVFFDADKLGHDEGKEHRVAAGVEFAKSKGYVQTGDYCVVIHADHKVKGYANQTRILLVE
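Purified LmPK (0.1 nM) converted ADP (0.1 mM) to ATP with PEP (0.5 mM) in imidazole buffer pH 7.2 with KCl and MgCl2, 1 h at room temperature. ATP was read by Kinase-Glo luminescence; data normalized to uninhibited and no-enzyme controls.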
Shiga inhibitor = A qHTS for Small Molecule Inhibitors of Shiga Toxin; Vero cells, Shiga toxin protein synthesis inhibition reporter; inhibition, % at 38.7 µM; 290,000 compounds, 9.2% hits; AID 2315, 2010; in the data active = inhibition mostly above about 28%, no sharp cut-off; inactive = mostly below about 43%; note: 0% is about no effect
Pf growth 96h = Primary qHTS for delayed death inhibitors of the malarial parasite plastid, 96 hour incubation | 320,000 compounds, 6.9% hits | P. falciparum luciferase reporter growth, 96 h | Potency, µM (series often up to 28.7 µM), for inactives: at the highest dose activity change, negative = inhibition, actives largely listed as inhibitors; note: potency is the fitted concentration of half-maximal effect; % is set by controls: 0 for no effect and ±100 for the full control effect
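Two parasite generations (96 h, 37 C, 5% CO2) of compound exposure in infected erythrocytes (0.05% parasitemia, 2% hematocrit). Luciferase-reporter P. falciparum; decreased luminescence indicates inhibited growth, aimed at apicoplast-acting delayed death.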
Cycloheximide cs = Cycloheximide Counterscreen for Small Molecule Inhibitors of Shiga Toxin. 300,000 compounds, 12% hits. max response, %. cell reporter, cycloheximide protein synthesis inhibition counterscreen; in the data active = max response mostly above about 13%, no sharp cut-off; inactive = mostly below about 14%; note: read at 38.3 µM for the half of the compounds with a filed dose; 0% is about no effect
TbPYK inhibitor = qHTS of Trypanosoma Brucei Inhibitors. pyruvate kinase (Trypanosoma brucei), Q57TT1. TbPYK enzyme, Kinase-Glo Plus ATP luminescence, 45 min. Potency, µM (top dose mostly 76.8 µM), inactives show at the highest dose activity, negative = inhibition, usual class: inhibitors. 410,000 compounds, 0.12% hits. AID 624173, 2012; note: potency is the fitted concentration of half-maximal effect; % is set by controls: 0 for no effect and ±100 for the full control effect; nearly all actives have a fitted effect of over 50% in size
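ADP (130 uM final) triggers the TbPYK reaction after compound addition; incubation is 45 min at room temperature. Kinase-Glo Plus is then added and luminescence imaged. Normalized data are fitted to concentration-effect curves.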
AMA1-RON2 inh = qHTS for Inhibitors of AMA1-RON; Towards Development of Antimalarial Drug Lead: Primary Screen. AlphaScreen AMA1-biotinylated RON2 peptide binding. Plasmodium falciparum AMA1 (3D7) - RON2 peptide interaction. 360,000 compounds, 0.2% hits. Potency, µM (top dose mostly 58.2 µM), for inactives: top-dose activity change, negative = inhibition, hits mostly inhibitors;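 note: potency is the fitted concentration of half-maximal effect; 0% = vehicle wells and -100% = peptide control; nearly all actives have a fitted effect of over 45% in size; some results filed as inactive show a strong effect at the top dose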
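AMA1 (3D7) with his tag at 25 nM final met compounds first, then biotinylated RON2 peptide at 25 nM; detection used donor plus acceptor beads, 10 µg/mL apiece, read by AlphaScreen after 30 min at room temperature.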
The depositor's hits bear a star; ? = inconclusive; · = not tested or not shown; [ ] = remark or other dose. Unless noted, calls come from the whole dose curve; as a rule, active = well fitted curve in the direction sought with a large enough effect; inconclusive = small, poorly fitted or top-dose-only effect, or another doubt; inactive = no such curve, though single readings can be large; an effect the other way counts as inactive or inconclusive.

1) O=C(CCc1nc2sc3c(c2c(=O)[nH]1)CCCC3)N1CCN(c2ccccc2)CC1
2) Cc1ccc(S(=O)(=O)Nc2cc(C(=O)N3CCOCC3)ccc2N2CCCCC2)cc1
3) COc1nc(N(C)C)nc(-n2nnc(C(C)=O)c2C)n1
4) COC(=O)c1ccccc1NC(=O)CN(C)S(=O)(=O)c1ccc(OC)c(C)c1
5) Cc1cc(NC(=O)CSc2n[nH]c(=O)[nH]c2=O)ccc1Br
6) COc1ccc(OCCCC(=O)OC(C)C(=O)Nc2cccc(C(C)=O)c2)cc1 (centres undefined)

assay / entry | 1 | 2 | 3 | 4 | 5 | 6
Pf growth 48h | 8% | ? | 42%[activator] | -5% | 8% | 7%
LmPK inh | · | 3% | -4% | -1% | -7% | -6%
Shiga inhibitor | · | -8 | 3 | 28 | -6 | -22
Pf growth 96h | 5% | 6% | 0% | 7% | -6% | 53%[activator]
Cycloheximide cs | · | -6 | -6 | 4 | -1 | 15*
TbPYK inhibitor | -2% | -4% | 4% | 0% | 0% | 4%
AMA1-RON2 inh | -5% | -6% | 40%[activator] | 0% | -1% | ?

7) Cc1nn(CC(=O)NNC(=S)Nc2ccccc2)c(C)c1[N+](=O)[O-]
8) Cc1ccccc1-c1nc2c3ccccc3nc(=S)n2[nH]1
9) Cc1nn(-c2ccccc2)nc1CNS(C)(=O)=O
10) CC(=O)Nc1nnc(SCC(=O)NC2CC2)s1
11) CCN(CC(=O)Nc1ccccc1C(F)(F)F)C(=O)CSCc1c(C)noc1C
12) CCSCCOC(=O)C1=C(C)NC(=O)NC1c1ccccc1 (centres undefined)

assay / entry | 7 | 8 | 9 | 10 | 11 | 12
Pf growth 48h | 8% | ? | 59%[activator] | 12% | 24% | ·
LmPK inh | 2% | 4% | 1% | -6% | · | 3%
Shiga inhibitor | 19 | -4 | -7 | -12 | · | -12
Pf growth 96h | 1% | ? | 52%[activator] | 36%[activator] | 40%[activator] | -11%
Cycloheximide cs | 9 | 1 | 2 | -3 | · | -4
TbPYK inhibitor | ? | -13% | 2% | -3% | -22% | 2%
AMA1-RON2 inh | 39%[activator] | 108%[activator] | 6% | -3% | 13% | -3%

Record cards, as listed above. Order of screens: Pf growth 48h	LmPK inh	Shiga inhibitor	Pf growth 96h	Cycloheximide cs	TbPYK inhibitor	AMA1-RON2 inh
CCSCCOC(=O)C1=C(C)NC(=O)NC1c1ccccc1 (centres undefined) as listed: ·	3%	-12	-11%	-4	2%	-3%
Cc1nn(CC(=O)NNC(=S)Nc2ccccc2)c(C)c1[N+](=O)[O-] as listed: 8%	2%	19	1%	9	?	39%[activator]
CC(=O)Nc1nnc(SCC(=O)NC2CC2)s1 as listed: 12%	-6%	-12	36%[activator]	-3	-3%	-3%
Cc1nn(-c2ccccc2)nc1CNS(C)(=O)=O as listed: 59%[activator]	1%	-7	52%[activator]	2	2%	6%
Cc1ccccc1-c1nc2c3ccccc3nc(=S)n2[nH]1 as listed: ?	4%	-4	?	1	-13%	108%[activator]

(continued)
13) O=C(NC(=S)Nc1cccc2ncccc12)c1ccco1
14) COc1ccc(NC(=O)C2CCN(Cc3cnn(-c4ccccc4)c3-n3cccc3)CC2)cc1OC
15) O=C1CCC(C(=O)Nc2ccc(Cl)cc2)N1 (centres undefined)
16) COc1ccccc1C(=O)NC(CCSC)C(=O)N1CCN(C(C)=O)CC1 (centres undefined)
17) CC(C)CC(O)(c1ccccc1)C(CN1CCOCC1)c1ccccc1 (centres undefined)
18) Cc1ccc(S(=O)(=O)N2CCN(C(=O)n3ccnc3)CC2)cc1

assay / entry | 13 | 14 | 15 | 16 | 17 | 18
Pf growth 48h | -34%[1.15 µM] | ? | 2% | 0% | 0% | ?
LmPK inh | 3% | 4% | 3% | · | -6% | ·
Shiga inhibitor | -3 | 49* | -22 | · | 18 | ·
Pf growth 96h | ? | 148%[activator] | 5.2µM* | 31%[activator] | 11% | 7.4µM*
Cycloheximide cs | -7 | 34* | -1 | · | 20* | ·
TbPYK inhibitor | -2% | -5% | -5% | 5% | 1% | -3%
AMA1-RON2 inh | -12% | -27% | -2% | -2% | 5% | 9%

19) O=C(Cn1nc(-c2ccccc2)nc1-c1ccccc1)OC1CCCCC1
20) Cc1csc(NC(=O)c2ccc(C)c([N+](=O)[O-])c2)n1
21) COc1ccc2c(=O)c(C(=O)O)c(-c3ccc4c(c3)OCO4)n(C)c2c1
22) Cc1ccc(C(NC(=O)Nc2ccccn2)C(Cl)(Cl)Cl)cc1F (centres undefined)
23) O=c1c2cc(F)ccc2sn1-c1ccc(F)cc1
24) CCNC(=S)NCc1ccc(OC)c(OC)c1

assay / entry | 19 | 20 | 21 | 22 | 23 | 24
Pf growth 48h | ? | 282%[activator] | 3% | ? | 4.1µM* | 3%
LmPK inh | 3% | -14% | 5% | 4% | · | 0%
Shiga inhibitor | 11 | 45 | -5 | 24 | · | 12
Pf growth 96h | -21% | ? | 7% | 13µM* | 8% | 5.2µM*
Cycloheximide cs | 2 | 42* | -3 | -6 | · | -2
TbPYK inhibitor | -3% | -6% | 5% | 1% | 8.9µM* | 1%
AMA1-RON2 inh | 2% | -4% | -11% | 1% | 9% | 14%

25) CCC1(c2ccccc2)NC(=O)N(CC(=O)NNC(=O)c2ccc(F)cc2)C1=O (centres undefined)
26) CC(C)CN(C(=O)CN1C(=O)NC(c2ccccc2)(c2ccccc2)C1=O)C1CCS(=O)(=O)C1 (centres undefined)
27) COCCn1c(N)c(C(=O)c2cccc(S(=O)(=O)N3CCCCCC3)c2)c(=O)[nH]c1=O
28) CC1Sc2ccc(S(=O)(=O)CCC(=O)N3CCCC3)cc2NC1=O (centres undefined)
29) COc1cccc(NC(=O)COC(=O)Cc2ccccc2[N+](=O)[O-])c1
30) Clc1ccc(SCCCCN2CCOCC2)cc1

assay / entry | 25 | 26 | 27 | 28 | 29 | 30
Pf growth 48h | 14% | ? | ? | 27% | 20% | 2%
LmPK inh | · | · | · | -2% | 1% | 3%
Shiga inhibitor | · | · | · | -10 | 31 | 35
Pf growth 96h | 39%[activator] | ? | ? | ? | 17% | -8%
Cycloheximide cs | · | · | · | -5 | 11 | 11
TbPYK inhibitor | -7% | -1% | 1% | -9% | -1% | -18%
AMA1-RON2 inh | 60%[activator] | 6%[11.6 µM] | 5% | -5% | -6% | 4%

31) O=C(CSc1nn(-c2ccc(F)cc2)c(=S)s1)NC(=O)NCc1ccco1
32) COC(=O)c1ccc(OC)c(-c2c(OC)cc(OC)cc2OC)c1
33) Cc1nc2ccccc2c(=O)n1-c1ccc(F)c(NS(=O)(=O)c2ccccc2F)c1
34) O=C(CN1C(=O)COc2ccccc21)N(CCCN1CCOCC1)CC1CC=CCC1 (centres undefined)
35) Cc1ccccc1C(=O)NC(CC(C)C)C(=O)Nc1ccc(S(N)(=O)=O)cc1 (centres undefined)
36) c1ccc2[nH]c(N3CCOCC3)nc2c1

assay / entry | 31 | 32 | 33 | 34 | 35 | 36
Pf growth 48h | 2% | 11% | -10% | -17% | -21% | 14%
LmPK inh | 4% | 3% | · | 7% | 2% | -6%
Shiga inhibitor | -11 | 6 | · | -9 | 12 | 7
Pf growth 96h | · | -2% | ? | 17% | -8% | -12%
Cycloheximide cs | -4 | -1 | · | 1 | 6 | -1
TbPYK inhibitor | -1% | 5% | -1% | -1% | 2% | 1%
AMA1-RON2 inh | -12% | -9% | 13% | 14% | -1% | 7%

37) COc1cc(NC(=O)COC(=O)/C=C/c2c(C)nn(C3CCS(=O)(=O)C3)c2Cl)cc(OC)c1OC (centres undefined)
38) COc1ccc(C)cc1S(=O)(=O)N1CCC(C(=O)N2CCN(C)CC2)CC1
39) COc1ccc(/C=C/CN2CCC(Oc3ccc(C(=O)N4CCCCC4)cc3)CC2)cc1
40) CC[N+](C)(CC)CCCOC(=O)C(O)(c1ccccc1)C1CCCCC1 (centres undefined)
41) Cc1cc(NC(=O)Nc2cccc(Cl)c2)n(-c2ccccc2)n1
42) Cc1cc[n+]2c3c(cccc13)CCC2

assay / entry | 37 | 38 | 39 | 40 | 41 | 42
Pf growth 48h | -3% | 14% | ? | 4.1µM* | 0% | 3.7µM*
LmPK inh | 4% | -3% | 6% | -1% | -13% | 2%
Shiga inhibitor | -8 | -12 | 16 | -2 | 14 | -13
Pf growth 96h | · | ? | ? | -10% | 0% | ·
Cycloheximide cs | -3 | -3 | 10 | -3 | 1 | -1
TbPYK inhibitor | -6% | 9% | 0% | ? | -3% | -23%
AMA1-RON2 inh | -3% | -7% | -18% | 10% | -9% | 3%

43) COCCOc1ccc(C(F)(F)F)cc1NC(=O)COC(=O)c1cc([N+](=O)[O-])ccc1N1CCOCC1
44) C/C(=N/NC(=O)CNC(=O)Cc1ccccc1)c1ccco1
45) O=C(CNC(=O)c1ccc2c(c1)OCO2)Nc1cccc(Br)c1
46) Cc1ccc(S(=O)(=O)N2CCN(C(=O)C3CCN(C(=O)c4ccc(F)cc4)CC3)CC2)c(C)c1
47) CC(=O)C1(c2ccccc2)CCN(C(=O)C2CCC(=O)N(CCc3cccc(F)c3)C2)CC1 (centres undefined)
48) CCn1c(O)c(N=NC(=O)c2cccs2)c2ccccc21

assay / entry | 43 | 44 | 45 | 46 | 47 | 48
Pf growth 48h | ? | 20% | 6% | 13µM* | ? | ?
LmPK inh | -5% | 0% | · | · | 1% | -5%
Shiga inhibitor | -12 | -7 | · | · | 11 | 14
Pf growth 96h | 9.3µM* | -1% | 0% | ? | ? | ?
Cycloheximide cs | 2 | -3 | · | · | -1 | 7
TbPYK inhibitor | -2% | -7% | 2% | 3% | 3% | 0%
AMA1-RON2 inh | -1% | 16% | -5% | 4% | ? | 16%

49) O=C(c1ccco1)N1CCN(c2nc3ccccc3n3nnnc23)CC1
50) Nc1nc2n(n1)C(c1cccs1)CC(c1ccc(F)cc1)N2 (centres undefined)
51) O=C(NNC(=O)c1ccccc1OCc1ccc(F)cc1)c1ccccc1O
52) O=C(NCc1ccc(Cl)cc1)C(=O)c1cn(CC(=O)N2CCOCC2)c2ccccc12
53) N/C(=N\O)c1ccc(NC(=O)c2cccs2)cc1
54) CC(=O)c1ccc(OC(=O)c2ccc(-n3nc(C)cc3C)cc2)cc1
55) COc1ccc(Nc2ncnc3c2cnn3Cc2ccccc2)cc1
56) COc1ccc(NC(=O)C2(N(C(=O)Cn3nnnc3N)c3ccc(OC)cc3)CCCCC2)cc1

assay / entry | 49 | 50 | 51 | 52 | 53 | 54 | 55 | 56
Pf growth 48h | -25% | 6% | ? | 19% | 139%[activator] | 3% | ? | 1%
LmPK inh | -5% | -4% | -7% | -21% | -19% | -1% | 2% | 3%
Shiga inhibitor | 36* | 2 | 27 | 15 | 109* | 30 | 68 | 2
Pf growth 96h | ? | 1% | 8.3µM* | 13µM* | 3% | 11% | ? | 1%
Cycloheximide cs | 24* | -1 | 15* | -3 | 58* | 2 | 13 | 1
TbPYK inhibitor | -8% | -6% | 1% | -2% | 3% | 0% | 4% | -1%
AMA1-RON2 inh | 4% | 3% | 11% | -4% | -9% | 27% | -9% | 15%

From PubChem BioAssay
